# procasp7 counter = counter-screen for procaspase-3 activators: activators of human procaspase-7; P55210; recombinant procaspase-7, Ac-DEVD-pNA absorbance 405 nm; D23A/D198A/D206A triple mutant, cannot self-cleave; scale: DMSO 0, 5 µM enzyme 100; activation, % at 8.5 µM; actives 0.093% (n = 330,000); AID 463210;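 active = percent activation above the screen-wide mean plus 3 SD, cut at about 25% in these data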
# Target sequence (P55210 whole entry D23A/D198A/D206A): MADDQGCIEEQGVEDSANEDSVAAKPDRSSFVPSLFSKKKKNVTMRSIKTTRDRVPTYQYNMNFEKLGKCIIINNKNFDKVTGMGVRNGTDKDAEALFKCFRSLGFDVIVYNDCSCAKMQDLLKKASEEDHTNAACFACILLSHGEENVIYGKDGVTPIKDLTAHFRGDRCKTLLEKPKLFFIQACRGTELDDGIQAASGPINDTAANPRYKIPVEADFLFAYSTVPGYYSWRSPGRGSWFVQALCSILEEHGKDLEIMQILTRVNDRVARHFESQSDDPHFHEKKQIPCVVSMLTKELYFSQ
#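 Assay system – Uncleavable procaspase-7 mutant enzyme · Quantity – 2 µM procaspase-7 mutant as dispensed · Times – 1 h preincubation, 2 h reaction · Dosing – single nominal 8.5 µM compound dose, 0.8% DMSO final · Buffer or medium – Zinc-free 50 mM HEPES buffer, pH 7.4, with NaCl and Triton X-100 · Detection – Epi-absorbance of released pNA at 405 nm, two timepoints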
# TPT1 inhibitor = C. albicans TPT1 enzyme inhibition | recombinant caTPT1, FP RNA substrate dephosphorylation | inhibition, % at 5 µM | actives 0.81% (n = 300,000) | AID 1962;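 active = inhibition above the mean of all tested compounds plus 3 SD, set per screening campaign, cut at about 24% in these data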;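 note: plate controls were DMSO alone for no effect and ferristatin control at 100 nM for full effect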
# PP5 inh = PP5 (human) phosphatase inhibition. actives 0.18% (n = 320,000). P53041. inhibition, % at 6.7 µM. purified PP5c, OMFP substrate fluorescence. AID 1987;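 active = inhibition above the campaign's mean inhibition across all tested compounds plus 3 SD, cut at about 9.5% in these data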;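 note: 0% = DMSO only and 100% = 100 µM cantharidin control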
# proCasp3 act = procaspase-3 (human) activation | actives 0.11% (n = 330,000) | activation, % at 8.5 µM | AID 463141 | recombinant procaspase-3 D3A, Ac-DEVD-pNA absorbance 405 nm;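 active = activation above the mean of all tested compounds plus 3 SD, cut at about 21% in these data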;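 note: 0% = DMSO alone and 100% = DMSO wells spiked with extra 5 µM PC-3 D3A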
# Target sequence (P42574 whole entry D9A/D28A/D175A): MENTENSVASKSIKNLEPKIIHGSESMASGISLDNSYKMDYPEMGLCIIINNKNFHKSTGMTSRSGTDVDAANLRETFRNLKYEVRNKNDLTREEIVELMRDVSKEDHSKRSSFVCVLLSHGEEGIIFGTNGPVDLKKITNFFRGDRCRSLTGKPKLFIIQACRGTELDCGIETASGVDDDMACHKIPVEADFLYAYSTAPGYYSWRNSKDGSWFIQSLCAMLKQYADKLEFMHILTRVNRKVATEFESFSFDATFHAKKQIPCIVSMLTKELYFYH
#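 Evaluation: percent activation relative to control range; Material: Procaspase-3 D3A mutant, all three cleavage aspartates alanine; Compound: single dose, 8.5 µM nominal compound, 0.8% DMSO; Replication: one well per compound; Signal: absorbance at 405 nm, 0 and 120 min; Schedule: 1 h preincubation plus 2 h reaction at 25 °C.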
# PAFAH2 inh = PAFAH2 (human) inhibition | recombinant PAFAH2, FP-rhodamine activity probe, fluorescence polarization | inhibition, % at 3.39 µM | actives 0.99% (n = 340,000) | AID 492956;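 active = inhibition above the mean over all tested compounds plus 3 SD, cut at about 30% in these data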;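 note: inhibitors block probe labeling of enzyme so polarization drops; 0% = enzyme with DMSO and 100% = wells lacking PAFAH2 protein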
# AHR activator = human AHR activation | P35869 | AHR-responsive luciferase reporter cells, luminescence | activation, % at 5 µM | actives 2.5% (n = 320,000) | AID 2796; in the data active = activation above about 47%;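 note: 0% = vehicle wells and 100% = reference agonist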
# Fh CTSL1 inh = counter-screen for PFM18AAP inhibitors: inhibitors of F. hepatica cathepsin L1. inhibition, % at 5.96 µM. actives 0.49% (n = 300,000). recombinant F. hepatica cathepsin L1, Z-Leu-Arg-MCA fluorescence;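 active = inhibition above the mean of all tested compounds plus 3 SD, set per screening campaign, cut at about 17% in these data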;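 note: 0% = plate median of test compound wells and 100% = 1 µM Z-Phe-Ala-diazomethylketone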
# PP1 inh = PP1-alpha (human) inhibition in PP5 counter-screen. inhibition, % at 6.7 µM. actives 0.9% (n = 320,000). purified PP1alpha, OMFP fluorescence. P62136;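 active = inhibition above the mean inhibition of all tested compounds plus 3 SD, computed separately for each screening campaign, cut at about 15% in these data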
# Target sequence (P62136 whole entry, looked up): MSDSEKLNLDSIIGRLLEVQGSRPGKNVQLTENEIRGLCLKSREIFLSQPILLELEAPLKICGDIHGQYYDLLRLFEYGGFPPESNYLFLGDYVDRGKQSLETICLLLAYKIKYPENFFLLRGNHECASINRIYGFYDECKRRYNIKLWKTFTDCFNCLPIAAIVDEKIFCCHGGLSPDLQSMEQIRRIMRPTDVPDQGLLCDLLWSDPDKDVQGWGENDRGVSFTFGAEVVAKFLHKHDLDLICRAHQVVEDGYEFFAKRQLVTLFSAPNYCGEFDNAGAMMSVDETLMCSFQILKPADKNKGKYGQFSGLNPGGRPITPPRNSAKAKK
# core dimer inh = HCV core protein dimerization inhibition; TR-FRET GST/Flag-core106 dimerization, 1536-well; inhibition, % at 5 µM; actives 0.33% (n = 300,000); AID 1899;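 active = inhibition above the mean of all tested compounds plus 3 SD, set per screening campaign, cut at about 45% in these data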
#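 Material: Tagged HCV core106 pair (GST and Flag) | Amount: GST-core106 13.5 nM, Flag-core106 17 nM | Medium: KF-containing HEPES buffer, pH 7.45, DTT, CHAPS, BSA | Reagent: Eu donor and XL665 acceptor anti-tag antibodies | Schedule: 4 h at 22.5 °C | Technique: Time-resolved FRET, ex 340 nm, em 617 and 671 nm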
# Active calls of the source: *; · = not tested or not shown.
SMILES,procasp7 counter,TPT1 inhibitor,PP5 inh,proCasp3 act,PAFAH2 inh,AHR activator,Fh CTSL1 inh,PP1 inh,core dimer inh
OC(CCN1CCOCC1)c1ccccc1 (configuration not stated),1,4,-2.3,-2,3,2,1,4,0
COc1nc(N(C#N)CC(N)=O)nc(N2CCCC2)n1,3,2,0.6,-7,-3,9,5,-4,4
Cc1cccc(CNC(=O)c2ccc(NC(=O)C3=CSCCO3)cc2)c1,2,-4,2.4,8,3,-3,0,-1,7
Cc1n[nH]c(=O)c2c(NC(=O)COC(=O)c3cc(F)cc(F)c3)oc(C)c12,1,3,-3.3,-4,4,6,-1,0,-1
Cc1ccc(C)c(NC(=O)CN(C)S(=O)(=O)c2ccc(F)cc2)c1,-6,1,0.9,1,0,-2,-2,-4,5
O=C(NC1CCC(O)CC1)c1cccnc1Sc1ccccc1Cl (configuration not stated),1,-1,-1.0,-6,-5,-3,-1,-2,8
CCOC(=O)CNC(=O)C1CCCc2c1[nH]c1ccc(Cl)cc21 (configuration not stated),11,-3,3.0,-1,5,-2,-2,-1,0
COc1ccc(-c2oc3ccccc3c2C(=O)Oc2ccccc2)cc1,1,1,1.7,3,-2,0,-2,1,1
CC(C)Oc1ccc(C(=O)Nc2cccc(S(=O)(=O)N3CCCC3)c2)cc1,10,·,·,2,-16,11,·,·,·
O=C(OCC(=O)C12CC3CC(CC(C3)C1)C2)c1cnccn1,-9,1,-2.5,-4,-7,1,-41,-11,-4
O=C(N/N=C/c1ccc[nH]1)c1cc(-c2ccc(Cl)cc2)nc2ccccc12,15,-1,1.1,-3,-19,49*,0,5,-1
Cc1cc(Cl)ccc1OC(C)C(=O)Nc1ccc([N+](=O)[O-])cn1 (configuration not stated),-3,1,3.5,7,-5,1,7,1,2
CC(C)(O)[C@@H]1CC[C@@](C)(C2CC[C@]3(C)C2[C@H](O)CC2[C@@]4(C)CC[C@H](O)C(C)(C)C4[C@@H](O[C@H]4O[C@@H](CO)[C@H](O)[C@@H](O)[C@@H]4O[C@@H]4O[C@H](CO)[C@@H](O)[C@H](O)[C@H]4O)C[C@]23C)O1 (stereo in doubt),8,·,·,-10,5,0,·,·,·
O=C(c1cccs1)N(c1ccc(F)cc1)C1C=CS(=O)(=O)C1 (configuration not stated),-2,-1,0.6,9,1,2,-2,-4,1
COc1cc(NC(=O)c2cccnc2Sc2ccc(C)c(C)c2)cc(OC)c1OC,-4,1,0.2,3,-4,8,3,-3,-3

# Five of these compounds, reformatted:
# Second line of a record: procasp7 counter	TPT1 inhibitor	PP5 inh	proCasp3 act	PAFAH2 inh	AHR activator	Fh CTSL1 inh	PP1 inh	core dimer inh
- Cc1n[nH]c(=O)c2c(NC(=O)COC(=O)c3cc(F)cc(F)c3)oc(C)c12
→ 1	3	-3.3	-4	4	6	-1	0	-1
- Cc1cc(Cl)ccc1OC(C)C(=O)Nc1ccc([N+](=O)[O-])cn1 (configuration not stated)
→ -3	1	3.5	7	-5	1	7	1	2
- O=C(NC1CCC(O)CC1)c1cccnc1Sc1ccccc1Cl (configuration not stated)
→ 1	-1	-1.0	-6	-5	-3	-1	-2	8
- COc1cc(NC(=O)c2cccnc2Sc2ccc(C)c(C)c2)cc(OC)c1OC
→ -4	1	0.2	3	-4	8	3	-3	-3
- O=C(c1cccs1)N(c1ccc(F)cc1)C1C=CS(=O)(=O)C1 (configuration not stated)
→ -2	-1	0.6	9	1	2	-2	-4	1

# Additional entries
SMILES,procasp7 counter,TPT1 inhibitor,PP5 inh,proCasp3 act,PAFAH2 inh,AHR activator,Fh CTSL1 inh,PP1 inh,core dimer inh
O=C(Nc1ccc(C(=O)O)cc1)/C(=C\c1ccc([N+](=O)[O-])cc1)NC(=O)c1ccc(Br)cc1,-7,-2,2.6,-3,3,0,2,-1,5
Cc1ccc(C)c(CN2C(=O)c3ccccc3S(=O)c3ccc(C(=O)NCCCN4CCCC4)cc32)c1 (configuration not stated),-3,2,0.4,9,3,1,5,0,-7
O=C(c1cccc(Oc2ccc([N+](=O)[O-])cc2)c1)N1CCOCC1,-3,-1,0.9,1,8,-1,2,-3,0
Cc1ccccc1CNc1nnnn1C,6,-3,-1.3,0,4,-2,4,-4,4
CN1CCN(CC(O)COC(c2ccc(Cl)cc2)c2ccc(Cl)cc2)CC1 (configuration not stated),-2,1,0.2,4,3,2,-8,0,-10
CC1CN(C(=O)CSc2nnc(C3CCCCC3)n2N)CC(C)O1 (configuration not stated),11,·,·,5,3,0,·,·,·
O=C1CSCC(=O)N1Cc1ccc(Cl)c(Cl)c1,5,3,0.5,6,12,5,3,-1,-3
CCOC(=O)C1(C)NC(c2cccs2)C2C(=O)N(c3ccc(C)cc3)C(=O)C21 (configuration not stated),4,4,-2.0,-7,3,-1,1,-4,3
COc1ccccc1C(OC(=O)c1ccco1)C(=O)NCc1ccc(F)cc1 (configuration not stated),-6,1,1.2,0,4,0,-34,-2,8
Clc1ccc(OCc2nnc(-c3ccccc3Br)o2)cc1,1,7,-1.4,2,-1,3,1,1,6
Cc1cc(C)n(CCc2nc(-c3ccc(C(C)(C)C)cc3)cs2)n1,-5,2,5.7,-3,0,6,7,1,4
CC(Oc1ccc(Cl)cc1)c1ccnn1S(=O)(=O)c1ccccc1 (configuration not stated),9,2,0.4,0,-4,4,-1,-1,-1
CCC(=O)c1ccc(OC(=O)C2CCN(C3=NS(=O)(=O)c4ccccc43)CC2)cc1,3,·,-0.7,7,-6,-2,·,-2,·
Cc1cccc(N(CC(=O)NCc2ccc(F)cc2)C(=O)c2csnn2)c1C,8,1,-3.0,6,-3,0,2,-5,5
Nc1nc2sc3c(c2cc1C(=O)N1CCOCC1)CCCC3,2,4,0.3,-1,7,7,3,-3,-1
O=c1c2ccccc2nc2n1CCC2O (configuration not stated),0,-1,3.0,3,6,4,4,3,1
CC(C)(C)OC(=O)NCCc1nnc(SCc2ccc(Cl)cc2)o1,-2,-3,0.2,4,2,-2,0,-1,2
CCC1CCC/C1=N\NC(=O)CCC(=O)Nc1ccccc1Cl (configuration not stated),2,0,-0.8,9,-8,3,1,-3,4
CCOC(=O)CC1CCCCN1C(=O)CCCn1nnnc1CN1CCC(C)CC1 (configuration not stated),3,-2,3.8,4,-1,-1,-4,-6,-12
Cc1ccc(C)c(N2CCN(C(=O)CCCCn3c(=O)[nH]c4ccccc4c3=O)CC2)c1,13,4,1.9,-1,11,17,8,4,10
COc1ccc(OC)c(CNS(=O)(=O)c2c(C)nc3scc(C)n3c2=O)c1,7,2,-2.3,0,1,2,-2,-3,-5
CCC(=O)N1N=C(c2cccs2)CC1c1ccc(C)cc1 (configuration not stated),-7,0,2.5,-1,4,3,6,0,13
O=C(COC(=O)C12CC3CC(CC(O)(C3)C1)C2)NC12CC3CC(CC(C3)C1)C2,0,-2,1.6,1,76*,-1,-3,-1,0
CCSc1nnc(NC(=O)[C@@H](NC(=O)c2ccccc2F)C(C)C)s1,-2,-1,1.9,3,5,-2,-2,-2,1
CCOC(=O)CC1=NN(c2ccccc2)C(=O)/C1=C\c1ccc(N(C)C)cc1,1,10,4.3,-3,8,-1,1,-1,-3
CS(=O)(=O)c1ccc(Cl)c(NC(=O)COC(=O)CNC(=O)c2cccs2)c1,1,1,0.7,2,2,-1,-13,-1,-3
CN1CCN(C(=O)/C(=C/c2cccc([N+](=O)[O-])c2)NC(=O)c2ccccc2)CC1,0,-2,0.5,-9,-11,0,0,3,0
CC(=O)c1ccc(N2CCCCC2)c(F)c1,16,0,-1.3,0,-4,1,0,0,-2
CN(c1cccc(NC(=O)Nc2ccc(Cl)cc2)c1)S(C)(=O)=O,3,2,2.3,-8,-7,30,0,-1,-3
CCCC(c1nnnn1C1CCCCC1)N1CCN(c2ncccn2)CC1 (configuration not stated),2,-1,0.5,3,7,3,-1,-4,0
O=C(Nc1ccccc1N1CCOCC1)c1ccc(Cl)c(S(=O)(=O)NCc2ccco2)c1,-5,0,1.0,2,4,6,1,-2,0
Cc1ccc(C(C)C)cc1S(=O)(=O)Nc1cccnc1,-6,2,5.5,-3,-3,-1,-3,0,1
COc1ccc(Oc2coc3cc(OC(=O)c4cccs4)ccc3c2=O)cc1,-9,-4,5.3,-17,7,13,2,13,17
CCOC(=O)c1c(C)nn(-c2ccc(NC(=O)CSCC(=O)O)cc2)c1C,0,6,-1.7,6,5,0,-3,-4,0
CCOc1ccc(S(=O)(=O)N2CCCC(C(=O)NCc3ccccn3)C2)cc1C (configuration not stated),-11,0,4.0,-1,8,0,-2,0,8
COc1cccc(CNC(=O)C2CCN(S(=O)(=O)c3cccc4nonc34)CC2)c1,6,1,-0.2,-4,12,1,2,2,-1
CC(C)COC(=O)n1ccc(C(=O)N2CCCCC2)n1,7,-2,2.1,-8,15,-1,0,-1,-2
CC(C)c1ccccc1NS(=O)(=O)N(C)C,-16,2,2.1,0,-3,-4,-4,-1,-1
O=C(NC1CCc2ccccc21)c1cc(COc2ccc(F)cc2F)on1 (configuration not stated),8,3,0.9,0,0,0,4,-3,-3
Cc1cc(C)c(NC(=O)CCN2C(=O)c3ccccc3S2(=O)=O)c(C)c1,4,0,-0.7,-11,6,-3,4,-6,-11
CC(Oc1cccc(Cl)c1)C(=O)Nc1ccc(N2CCOCC2)cc1N1CCOCC1 (configuration not stated),10,-1,-0.1,4,-3,11,-1,-2,2
O=C(CC(c1ccccc1)c1ccccc1)Nc1ccc(O)cc1,11,-1,0.3,4,8,1,2,-3,4
CCCN1CCN(CCCNC(=O)c2cc3c(=O)[nH]c4ccc(C)cc4c3s2)CC1,6,1,0.9,7,5,13,-1,5,0
C/C(=N\NC(=O)c1ccc(Cl)cc1)c1cccnc1,-2,0,0.7,0,-5,15,-1,2,3
O=C(CSc1ccc2nnc(-c3ccc(F)cc3)n2n1)NCc1ccco1,-10,-2,2.8,10,3,5,5,1,0
COc1ccc(NC(=O)C2CCCN(C(=O)Nc3ccc(OC)cc3)C2)cc1 (configuration not stated),4,2,-1.5,-3,-1,4,0,-5,-6
Cc1csc(NC(=O)c2ccc(Cl)cc2[N+](=O)[O-])n1,2,-2,0.6,0,0,12,-4,-4,1
CCn1nnc2cc(C(=O)Nc3ccc(C(=O)OC(C)C)cc3)ccc21,-8,·,·,2,7,11,·,·,·
CCCNC(=O)NC(=O)COC(=O)CC(NC(N)=O)c1ccc(Cl)cc1 (configuration not stated),-2,1,0.1,5,9,0,5,0,5
O=c1cc[nH]c2c(Cl)cccc12,-8,0,2.8,1,-2,27,2,1,-8

# Compound activity as filed in PubChem.
